Source: PubChem BioAssay (National Center for Advancing Translational Sciences (NCATS))
Pf growth 96h: Primary qHTS for delayed death inhibitors of the malarial parasite plastid, 96 hour incubation | P. falciparum luciferase reporter growth, 96 h | AID 504834, 2011 | 320,000 compounds, 6.9% hits | Potency, µM (highest dose often 28.7 µM), for the others: at the top dose activity change, negative = inhibition, hits mostly inhibitors
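Parasite growth measured via integrated firefly luciferase reporter in P. falciparum. Infected erythrocytes at 2% hematocrit, 0.05% parasitemia final were treated 96 hours at 37 C under 5% CO2, and luminescence was read.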
LmPK inhibitor: qHTS Assay for Inhibitors of Leishmania Mexicana Pyruvate Kinase (LmPK); purified LmPK, Kinase-Glo ATP luminescence, 1 h; 290,000 compounds, 0.37% hits; Q27686; Potency, µM (doses to about 57.5 µM), inactives show top-dose activity change, negative = inhibition, hits mostly inhibitors
Target sequence (Q27686 whole entry, looked up): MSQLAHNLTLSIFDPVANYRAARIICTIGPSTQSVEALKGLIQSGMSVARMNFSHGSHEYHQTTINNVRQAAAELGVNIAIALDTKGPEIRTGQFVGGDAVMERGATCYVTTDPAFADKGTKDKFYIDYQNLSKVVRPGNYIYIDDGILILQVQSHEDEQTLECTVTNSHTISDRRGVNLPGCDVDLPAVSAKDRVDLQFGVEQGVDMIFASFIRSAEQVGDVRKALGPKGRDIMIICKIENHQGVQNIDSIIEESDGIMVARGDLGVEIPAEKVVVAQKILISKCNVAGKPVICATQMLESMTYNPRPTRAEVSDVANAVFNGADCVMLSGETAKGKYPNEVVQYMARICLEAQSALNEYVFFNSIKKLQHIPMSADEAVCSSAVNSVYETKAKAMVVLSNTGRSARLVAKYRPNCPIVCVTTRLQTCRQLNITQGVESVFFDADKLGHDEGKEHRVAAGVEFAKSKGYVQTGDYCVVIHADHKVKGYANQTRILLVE
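qHTS format; LmPK 0.1 nM; substrates PEP 0.5 mM and ADP 0.1 mM. One-hour room-temperature incubation, then coupled luciferase luminescence; 0.5 nM enzyme wells mark activation.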
Pf growth 48h: Primary qHTS for delayed death inhibitors of the malarial parasite plastid, 48 hour incubation; P. falciparum luciferase growth in erythrocytes, 48 h; Potency, µM (titrated, usually from 28.7 µM), for inactives: at the top dose activity change, negative = inhibition, most hits filed as inhibitors; 310,000 compounds, 5.9% hits; AID 504832, 2011
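First compound was added to culture medium, then infected red cells at 0.1% parasitemia and 2% hematocrit (final). After incubation at 37 C under 5% CO2, luciferase detection reagent was dispensed and light output recorded.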
HCV inhibitor: qHTS Assay for Inhibitors of Hepatitis C Virus (HCV); 340,000 compounds, 3.4% hits; Potency, µM (highest dose often 41.8 µM), for the others: at the top dose activity change, negative = inhibition, actives largely listed as inhibitors; Huh7.5.1 HCVcc-Cre infection, luciferase reporter, 44 h; AID 651820, 2012
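After 44 h co-culture of compound, cells and HCVcc-Cre (~0.5 moi), substrate is added for 15 min at room temperature and luciferase measured over 15 sec. Cells were seeded at 1,000/well and pre-cultured 4 h.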
Sm TGR inh: qHTS Assay for the Inhibitors of Schistosoma Mansoni Peroxiredoxins; Potency, µM (top dose mostly 114 µM), inactives show at the top dose activity change, negative = inhibition, most hits filed as inhibitors; 360,000 compounds, 3% hits; AID 485364, 2010; Schistosoma mansoni thioredoxin glutathione reductase (TGR), Q962Y6; purified TGR, DTNB reduction, TNB absorbance 405 nm; note: nearly all actives have a fitted effect of over 60% in size
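TGR 20 nM + NADPH 100 uM (dispensed conc.), cpd preinc 15 min RT; start with NADPH (500 uM addition) then DTNB (15 mM addition). Kinetic TNB absorbance, 405 nm filter. Four-parameter Hill fit across titration.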
TbPYK inhibitor: qHTS of Trypanosoma Brucei Inhibitors | 410,000 compounds, 0.12% hits | pyruvate kinase (Trypanosoma brucei), Q57TT1 | Potency, µM (top dose mostly 76.8 µM), inactives show at the top dose activity, negative = inhibition, hits mostly inhibitors | AID 624173, 2012 | TbPYK enzyme, Kinase-Glo Plus ATP luminescence, 45 min; note: nearly all actives have a fitted effect of over 50% in size
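In this concentration-response screen, enzyme-free wells defined baseline while DMSO plates tracked drift. Each reaction combined TbPYK, substrate, compound and 130 uM ADP for 45 min at room temperature. Kinase-Glo Plus luminescence gave the signal.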
Numbers without * were called inactive; ? = inconclusive; / = no result given; & = joins results of further samples; [ ] = remark or other dose. Calls come from the whole dose curve; as a rule, active = well fitted curve in the direction sought with a large enough effect; inconclusive = small, poorly fitted or top-dose-only effect, or another doubt; inactive = no such curve, though single readings can be large; an effect the other way counts as inactive or inconclusive. % is set by controls: 0 for no effect and ±100 for the full control effect; potency is the fitted concentration of half-maximal effect.

The first 2 compounds (preview)
SMILES | Pf growth 96h | LmPK inhibitor | Pf growth 48h | HCV inhibitor | Sm TGR inh | TbPYK inhibitor
Fc1ccccc1OCCSc1ncnc2nc[nH]c12 | 4.7µM* | 1% | 62%[activator] | -7% | / | -3%
Oc1cccc(Nc2nc(-c3ccccc3)nc3ccccc23)c1 | 39%[activator] | 1% | 5% | 3.5µM* | 19%&5% | 0%&3%

All compounds of this part (from the top)
SMILES | Pf growth 96h | LmPK inhibitor | Pf growth 48h | HCV inhibitor | Sm TGR inh | TbPYK inhibitor
Fc1ccccc1OCCSc1ncnc2nc[nH]c12 | 4.7µM* | 1% | 62%[activator] | -7% | / | -3%
Oc1cccc(Nc2nc(-c3ccccc3)nc3ccccc23)c1 | 39%[activator] | 1% | 5% | 3.5µM* | 19%&5% | 0%&3%
Cc1cc(N2CCN(S(=O)(=O)c3ccc4ccccc4c3)CC2)n2ncnc2n1 | 35%[5.75 µM] | 4% | ? | -10% | -6% | -3%
Cc1nc2ccc([N+](=O)[O-])cc2c(=O)n1Cc1cccc(Br)c1 | -5% | 4% | -14% | ? | 6% | -6%
COc1ccc(N2CCN(C(=O)CCC(=O)NNc3nc4ccccc4c4nc(C)nn34)CC2)cc1 | ? | -1% | ? | 1% | 8%&2% | -4%&1%
CCOC(=O)N1CCN(C(=O)Cn2nc(-c3ccc(Cl)cc3)ccc2=O)CC1 | -10% | 1% | 49%[activator] | -24% | 12% | -4%
Cc1ccc(NC(=S)N2CCC(c3nc4ccccc4s3)CC2)cc1 | 0% | 8% | ? | -18% | 2% | 4%
CCC1CCc2c(sc(NC(=O)c3ccoc3C)c2C(N)=O)C1 (centres undefined) | 129% | 9% | -9% | 5µM* | -17% | -13%
Cc1c(NC(=O)Cc2ccccc2)cccc1C(=O)NN1C(=O)c2ccccc2C1=O | 33%[activator] | 2% | 8% | 20% | -1% | -10%
CSc1nnc2c(n1)OC=Nc1ccc(Br)cc1-2 | -1% | -4% | -10% | 8% | -8% | 5%
CS(=O)(=O)c1ccc(C(=O)Nc2ccc(S(=O)(=O)N3CCCCC3)cc2)cc1 | ? | / | ? | ? | -1% | 0%
NC(N)=Nc1ccc(N=C(N)N)cc1 | 8.3µM* | 0% | ? | -8% | 1% | -6%
CC1CCCN(C(=O)CSc2nnc(-c3cccs3)o2)C1 (centres undefined) | 3% | 0% | 140%[activator] | 6% | -5% | -2%
O=C1CCN(CCc2ccccc2)CCN1[C@H](CO)Cc1ccccc1 | ? | 2% | -9% | 2.2µM* | -5% | 1%
Cc1ccc2c(c1)=C/C(=C\c1c(O)[nH]c(=O)[nH]c1=O)C(=O)N=2 | ? | 3% | 16% | 28% | 14µM* | ?
O=C(c1ccc(COc2ccc(Cl)cc2)o1)N1CCN(Cc2ccc3c(c2)OCO3)CC1 | / | -7% | 0% | 8.9µM* | -22% | -7%
CCOc1ccc(CCNC(=O)CCc2nc(-c3ccc(OC)cc3)no2)cc1OCC | 190%[activator] | 0% | / | -20% | 2% | -4%
CC1(C)Cc2nc(NCCN3CCOCC3)c(C#N)cc2CO1 | 12% | 2% | 8% | 9% | 1% | -16%
CC(=O)Nc1cccc(C(=O)OCC(=O)c2ccc(S(=O)(=O)N3CCCCC3)cc2)c1 | -2% | / | -2% | ? | -1% | 6%
Cc1cccc(-c2cc3nc4c(c(N5CCOCC5)n3n2)CCCC4)c1 | 75%[activator] | -8% | ? | ? | -13% | 0%
CCNC(=O)C1CN(S(=O)(=O)c2ccccc2)CCN1S(=O)(=O)c1ccccc1 (centres undefined) | 2.3µM* | -1% | 12% | -10% | 2% | 2%
CC(C)=CCN1CCN(Cc2ccc(C#CC(C)(C)O)s2)CC1CCO (centres undefined) | 0% | 2% | 2% | -10% | 13% | -18%
O=C(N/C(=C\c1ccco1)C(=O)N1CCCC(CO)C1)c1ccccc1 (centres undefined) | 25% | 0% | 0% | 3% | -17% | -16%
CC(=O)C1=C(C)NC(SCC(=O)c2ccccc2)=C(C#N)C1CC(C)C (centres undefined) | / | 5% | ? | ? | 24% | 32µM*
O=C(O)c1ccccc1C(=O)N1CCc2c([nH]c3ccccc23)C1C(F)(F)F (centres undefined) | -11% | -1% | -7% | 1% | -2% | 2%
Next section.
SMILES | Pf growth 96h | LmPK inhibitor | Pf growth 48h | HCV inhibitor | Sm TGR inh | TbPYK inhibitor
O=C(Nc1ccncc1)c1ccc(F)cc1 | 5.2µM* | 1% | / | 18% | 6% | -13%
CC(NC(=O)Nc1ccc(F)cc1F)c1ccncc1 (centres undefined) | / | 0% | -5% | 4% | 7% | /
Cc1ccc(CNC(=O)c2oc3ccc(S(=O)(=O)N4CCC5(CC4)OCCO5)cc3c2C)cc1 | 2% | -2% | ? | ? | 10% | -8%
Cc1ccc(C(=O)NC(=S)N2CC(C)OC(C)C2)cc1[N+](=O)[O-] (centres undefined) | ? | -29% | -8% | 24% | 12% | ?
C/C(=N\NC(=O)c1cc(-c2ccc(O)cc2)nc2ccccc12)c1cccnc1 | 9.3µM* | 3% | -10% | -7% | 4% | 0%
CCCn1cc(CN2CCCC(C(=O)c3cccc(OC(C)C)c3)C2)c(C)n1 (centres undefined) | 16% | 8% | ? | ? | -15% | -2%
O=c1c2ccccc2[nH]c(=S)n1CCCn1ccnc1 | 0% | 1% | -14%[0.00184 µM] | 20% | 0% | -3%
Cc1cccn2c(=O)nc(SCC(=O)N3CCN(c4ccccc4)CC3)nc12 | -14% | / | -12% | ? | -1% | 6%
O=C(Nc1ccc2[nH]ncc2c1)c1ccccc1Cl | ? | -1% | 130%[activator] | -7% | 6% | -1%
Nc1nc(N)c(Cc2ccc(Cl)cc2Cl)c(N)n1 | ? | -7% | ? | ? | 18% | -2%
CC(C)c1ccc(-c2nnc(SCC(=O)NC3CC3)n2C)cc1 | 0% | -7% | 55%[activator] | 14% | -2% | -13%
COc1ccc(-c2cc(C(F)(F)F)c3c(N)c(C(=O)NCCSC)sc3n2)cc1 | ? | 0% | 0% | -23% | 7% | -5%
Fc1cccc(Nc2nc3ccccc3n3cnnc23)c1 | ? | 10% | 5% | -14% | 1% | 6%
CCN(CC(=O)Nc1ccccc1C(F)(F)F)C(=O)c1ccc2[nH]c3c(c2c1)CC(C)CC3 (centres undefined) | ? | / | 15µM* | ? | 0% | -6%
Cn1c(N)c(S(=O)(=O)c2ccc(Br)cc2)c2nc3ccccc3nc21 | ? | 3% | -14% | -1% | -7% | 0%
CCC(=O)c1ccc(OCC(=O)Nc2ccc3nc(C)sc3c2)cc1 | ? | 2% | 57%[activator] | -28% | -2% | -3%
CCN(CC)c1ccc(/C=c2\sc3nnc(-c4ccccc4Cl)n3c2=O)cc1 | -5% | -10% | / | -15% | 8% | 0%
Oc1ccc(N=Nc2ccc3c(c2)OCCO3)c(O)c1 | 152%[activator] | ? | 130%[activator] | 8% | 3% | -11%
CCc1c(C)nc2ncnn2c1N1CCCC(C(=O)NCCc2ccccc2)C1 (centres undefined) | ? | 5% | 1% | -26% | 32% | -3%
CCCc1[nH][nH]c(=O)c1C(c1ccc(Br)cc1)C(C#N)C#N (centres undefined) | -2% | 3% | -1% | 16% | ? | 8%
O=C(Nc1ccc(S(=O)(=O)Nc2nccs2)cc1)c1ccc(=O)[nH]c1 | 15% | -1% | 3% | 19% | / | -1%
O=S(=O)(c1ccccc1)c1nc(-c2ccccc2)oc1NCc1cccnc1 | ? | 1% | 3% | -27% | -26% | 6%
Cc1cc(=O)n2c(-c3ccc(Cl)cc3)csc2n1 | -5% | -10% | -4% | -13% | -1% | 3%
CCCC(=O)NC(c1ccccc1Cl)c1ccc2cccnc2c1O (centres undefined) | ? | 6% | ? | 2µM* | -1% | -2%
O=C(NCc1cccnc1)C1CC(c2ccccc2O)=NO1 (centres undefined) | ? | -2% | 93%[activator] | 7% | -2% | -2%

No new results follow: an excerpt of the list.
SMILES | Pf growth 96h | LmPK inhibitor | Pf growth 48h | HCV inhibitor | Sm TGR inh | TbPYK inhibitor
Fc1cccc(Nc2nc3ccccc3n3cnnc23)c1 | ? | 10% | 5% | -14% | 1% | 6%
CCN(CC(=O)Nc1ccccc1C(F)(F)F)C(=O)c1ccc2[nH]c3c(c2c1)CC(C)CC3 (centres undefined) | ? | / | 15µM* | ? | 0% | -6%
Cn1c(N)c(S(=O)(=O)c2ccc(Br)cc2)c2nc3ccccc3nc21 | ? | 3% | -14% | -1% | -7% | 0%
CCC(=O)c1ccc(OCC(=O)Nc2ccc3nc(C)sc3c2)cc1 | ? | 2% | 57%[activator] | -28% | -2% | -3%
CCN(CC)c1ccc(/C=c2\sc3nnc(-c4ccccc4Cl)n3c2=O)cc1 | -5% | -10% | / | -15% | 8% | 0%
Oc1ccc(N=Nc2ccc3c(c2)OCCO3)c(O)c1 | 152%[activator] | ? | 130%[activator] | 8% | 3% | -11%
CCc1c(C)nc2ncnn2c1N1CCCC(C(=O)NCCc2ccccc2)C1 (centres undefined) | ? | 5% | 1% | -26% | 32% | -3%
CCCc1[nH][nH]c(=O)c1C(c1ccc(Br)cc1)C(C#N)C#N (centres undefined) | -2% | 3% | -1% | 16% | ? | 8%
O=C(Nc1ccc(S(=O)(=O)Nc2nccs2)cc1)c1ccc(=O)[nH]c1 | 15% | -1% | 3% | 19% | / | -1%
O=S(=O)(c1ccccc1)c1nc(-c2ccccc2)oc1NCc1cccnc1 | ? | 1% | 3% | -27% | -26% | 6%
Cc1cc(=O)n2c(-c3ccc(Cl)cc3)csc2n1 | -5% | -10% | -4% | -13% | -1% | 3%
CCCC(=O)NC(c1ccccc1Cl)c1ccc2cccnc2c1O (centres undefined) | ? | 6% | ? | 2µM* | -1% | -2%
O=C(NCc1cccnc1)C1CC(c2ccccc2O)=NO1 (centres undefined) | ? | -2% | 93%[activator] | 7% | -2% | -2%

Following part
SMILES | Pf growth 96h | LmPK inhibitor | Pf growth 48h | HCV inhibitor | Sm TGR inh | TbPYK inhibitor
CC(=O)Nc1cccc(N)c1 | 33%[activator] | / | 31%[activator] | -5% | -1% | 2%
O=C(COC(=O)c1ccccn1)Nc1ccc2c(c1)OCO2 | ? | -3% | 10% | 4% | / | 4%
O=C(O)c1ccc(N2C(=O)CC(N3CCN(c4ccc(Cl)cc4)CC3)C2=O)cc1 (centres undefined) | ? | -6% | 27% | 15% | ? | -11%
N#Cc1c(NC(=O)CCC(=O)O)sc2c1CCCC2 | 2% | 4% | 18% | 13% | -7% | -8%
O=C(Nc1ccc2c(c1)OCO2)C(c1ccc(Cl)cc1)N1CCC2(CC1)OCCO2 (centres undefined) | 47%[activator] | 0% | ? | 7% | 5% | -19%
Cc1nc(C)c(Oc2ccc(Cl)cc2Cl)c(=O)[nH]1 | 7% | 0% | 0% | 22% | 14% | -8%
CCCCN1C(=S)SC(C)(C)C1/[N+]([O-])=C/c1ccc(S(=O)(=O)NC)cc1 (centres undefined) | ? | 5% | -1% | 12% | -22% | -11%
OC1CCCN(CC(O)COC(c2ccccc2)c2ccccc2)C1 (centres undefined) | ? | -5% | ? | -9% | 2% | 2%
